Source: PubChem BioAssay (several laboratories)
GPR55 antagonists – GPR55 antagonists blocking LPI-driven arrestin recruitment, primary screen, imaging, U2OS, beta-arrestin-GFP, LPI agonist (AID 2013); U2OS GPR55 beta-arrestin-GFP translocation imaging, LPI antagonism; higher % means a stronger effect; one-dose inhibition, % at 10 µM; IC50 in µM for titrated hits; 290,000 tested, 0.13% active;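 active = spots per cell inhibited over 60%, with over 100 cells counted and total cytoplasm intensity under 500,000; inconclusive = wells with under 100 cells, flagged as likely toxic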;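 note: U2OS cells stably carrying GPR55 and arrestin-GFP stimulated by 5 µM LPI near EC80; imaged beta-arrestin-GFP aggregate spots per cell after agonist stimulation; plate controls were LPI-stimulated DMSO wells for no effect and DMSO wells without LPI for full effect; some results filed as inactive read as strong as hits; confirmed hits need IC50 under 10 µM and bright autofluorescent wells are also inconclusive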
GPR35 arrestin U2OS – GPR35 antagonists blocking zaprinast-driven arrestin recruitment, primary screen, imaging, U2OS, beta-arrestin-GFP, zaprinast agonist (AID 2058). U2OS GPR35 beta-arrestin-GFP translocation imaging, zaprinast antagonism; higher % means a stronger effect. inhibition, % at 10 µM; hits with a dose series show IC50 in µM. 290,000 tested, 0.052% active. G-protein coupled receptor 35 (Homo sapiens);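 active = inhibition of at least 50% with at least 30 cells and total cytoplasm GFP at most 10,000,000; inconclusive = under 30 cells or total GFP of 10,000,000 plus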
NS5 inhibitors – Dengue-2 NS5 methyltransferase inhibitors, primary screen, biochemical, confirmation dose response (AID 588689). Genome polyprotein (Dengue virus type 2 (strain 16681-PDK53)). inhibition, % at 25 µM, or IC50 in µM where a hit was titrated. Dengue-2 NS5 methyltransferase capping enzyme assay, biochemical; higher % means a stronger effect. 340,000 tested, 0.3% active; in the data active = a potency from the dose series; inconclusive = inhibition above about 29% without an active follow-up result
KOR beta-arrestin-1 – KOR antagonists, beta-arrestin recruitment, cell-based, luminescence, uHTS (AID 1778) | Kappa-type opioid receptor (Homo sapiens) | KOR beta-arrestin recruitment, luminescence, antagonist mode; higher % means a stronger effect | inhibition, % at 10 µM; hits with a dose series show IC50 in µM | 290,000 tested, 0.091% active; in the data active = inhibition above about 50%; note: strong numbers were not always called active
NOD1 inhibition – NOD1 signaling inhibitors, primary screen, cell-based, luminescence, uHTS (AID 1578) | NOD1-driven NF-kB luciferase reporter cells, luminescence; higher % means a stronger effect | one-dose inhibition, % at 4 µM; EC50 in µM for titrated hits | 290,000 tested, 1% active; in the data active = inhibition mostly above about 36%, no sharp cut-off; inactive = mostly below about 34%;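 note: HEK-293T reporter cells stimulated with the NOD1 agonist gamma-tri-DAP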
HIV peptide binding – inhibitors of HIV fusion peptide binding, primary screen, biochemical, uHTS, fluorescence dequenching (AID 1986) | cell-free peptide binding, fluorescence dequenching, 30 min; higher % means a stronger effect | inhibition, % at 20 µM, or IC50 in µM where a hit was titrated | 290,000 tested, 0.3% active; in the data active = inhibition mostly above about 52%, no sharp cut-off; inactive = mostly below about 76%; note: some results filed as inactive read as strong as hits
West Nile antiviral – West Nile virus antiviral activity, cell-based, CPE readout (AID 1621). 290,000 tested, 0.02% active. CPE inhibition, % at 10 µM; hits with a dose series show IC50 in µM. West Nile virus-infected cells, CPE inhibition; higher % means a stronger effect; in the data active = a potency from the dose series; inconclusive = CPE inhibition mostly from about 3.7% at the one dose, without a potency; inactive = the rest, 99 in 100 with CPE inhibition below about 2.2%; note: strong numbers were not always called active
KOR beta-arrestin-2 – KOR agonists, beta-arrestin recruitment, primary screen, cell-based, luminescence, uHTS (AID 1777) | 280,000 tested, 0.02% active | one-dose activation, % at 10 µM; EC50 in µM for titrated hits | KOR beta-arrestin recruitment, luminescence; higher % means a stronger effect; in the data active = activation above about 50%, passing the limit was not always enough; note: a part of the inactive calls stands beside numbers as strong as those of hits
GPR55 activation – GPR55 agonists via beta-arrestin recruitment, primary screen, imaging, U2OS cells, beta-arrestin-GFP redistribution (AID 1961) | G-protein coupled receptor 55 (Homo sapiens) | activation, % at 10 µM; hits with a dose series show EC50 in µM | 290,000 tested, 0.048% active | U2OS GPR55 beta-arrestin-GFP redistribution imaging; higher % means a stronger effect;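 active = activation above 40% with more than 50 cells counted in the well; inconclusive = wells holding fewer than 50 cells, flagged as toxic or sparse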;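 note: U2OS osteosarcoma cells stably expressing GPR55 and beta-arrestin-GFP; plate controls were DMSO negative control for no effect and LPI positive control for full effect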
NS5 inhibitors pilot replicate – also measured in NS5 inhibitors; calls as there; inhibition, %; measured here: pilot screen replicate inhibition
An asterisk follows results filed as active; ? = inconclusive; . = not tested or not shown; [ ] = another dose, or the depositor's remark. A portion of the library; rates above refer to the full screens.

Sample of the layout:
SMILES	GPR55 antagonists	GPR35 arrestin U2OS	NS5 inhibitors	KOR beta-arrestin-1	NOD1 inhibition	HIV peptide binding	West Nile antiviral	KOR beta-arrestin-2	GPR55 activation	others
COc1ccc2c(C)nc(Nc3nc(-c4ccccc4)cc(=O)[nH]3)nc2c1	-2.1%	1.1%	0.8%	3.2%	.	-1.9%	0.0%	-1.8%	-0.1%
CCc1nc(N2CCC3(CC2)OCCO3)c2nnn(Cc3ccccc3Cl)c2n1	-9.0%	14.9%	-3.5%	-13.1%	17.6%	0.7%	-0.1%	8.2%	-0.1%
COCC(C)NCC(=O)NC(C)CCc1ccccc1 (centres undefined)	9.3%	13.3%	1.4%	-32.8%	3.2%	-0.1%	-0.3%	0.4%	0.1%

Main list, from the start:
SMILES	GPR55 antagonists	GPR35 arrestin U2OS	NS5 inhibitors	KOR beta-arrestin-1	NOD1 inhibition	HIV peptide binding	West Nile antiviral	KOR beta-arrestin-2	GPR55 activation	others
COc1ccc2c(C)nc(Nc3nc(-c4ccccc4)cc(=O)[nH]3)nc2c1	-2.1%	1.1%	0.8%	3.2%	.	-1.9%	0.0%	-1.8%	-0.1%
CCc1nc(N2CCC3(CC2)OCCO3)c2nnn(Cc3ccccc3Cl)c2n1	-9.0%	14.9%	-3.5%	-13.1%	17.6%	0.7%	-0.1%	8.2%	-0.1%
COCC(C)NCC(=O)NC(C)CCc1ccccc1 (centres undefined)	9.3%	13.3%	1.4%	-32.8%	3.2%	-0.1%	-0.3%	0.4%	0.1%
COc1ccc(N2C(=O)C3CC(C)=C(C)CC3C2=O)c(OC)c1 (centres undefined)	-2.8%	-11.5%	-7.6%	-4.4%	16.9%	-0.9%	0.2%	2.5%	-0.1%
COc1ccccc1NC(=O)Nc1cnccn1	1.2%	3.1%	.	-2.8%	110.7%*	1.3%	-0.4%	1.0%	-0.8%
O=c1c(CN2CCN(Cc3ccccc3F)C(CCO)C2)coc2ccccc12 (centres undefined)	2.1%	-8.0%	-4.6%	-6.3%[20 µM]	0.2%	0.2%	-0.7%	-3.4%	0.5%	NS5 inhibitors pilot replicate=4.0
CC(=O)Cn1ncc(N2CCOCC2)cc1=O	5.3%	2.9%	-11.1%	6.0%	-12.5%	-1.0%	0.2%	4.1%	0.4%
COc1ccc(C2C(C#N)=C(N)Oc3cc(N)ccc32)cc1 (centres undefined)	15.4%	-7.9%	-11.7%	-8.7%	39.7%	0.0%	0.3%	2.8%	-0.2%
COCCNS(=O)(=O)c1cc(-c2nn(C)c(=O)c3ccccc23)ccc1C	9.2%	0.7%	0.0%	17.1%	5.4%	1.0%	-0.1%	-4.2%	-0.1%
COc1ccc2c(c1OC)C(=O)N1C2SC(C)(C)[C@H]1C(=O)NC1CCCC1 (some centres undefined)	2.3%	-3.4%	0.7%	-1.0%[20 µM]	-19.8%	-0.5%	-1.1%	-3.0%	-0.1%
COC(=O)CCC(NC(=O)OCc1ccccc1)C(=O)NC(CC(C)C)C(=O)OC (centres undefined)	3.4%	10.3%	-0.7%	-1.5%	-33.9%	2.0%	0.5%	9.3%	-0.1%
Cc1cccc(/C(N)=N/OC(=O)COc2ccc(Cl)c(C)c2)c1	-5.7%	12.7%	-6.2%	-45.1%	38.2%	-0.7%	0.2%	-0.8%	0.0%
Cc1cc(C)nc(/N=C2\NC(=O)CC(C(=O)O)N2c2ccc(F)c(Cl)c2)n1 (centres undefined)	4.5%	-16.8%	.	-14.5%	-32.1%	1.2%	0.7%	2.7%	-0.1%
COC(=O)c1nc(-n2nc(C)cc2C)ccc1Cl	59.1%	-4.0%	-0.8%	-23.9%	3.0%	1.7%	0.5%	-0.4%	-0.1%
CCOc1ccc(CCNC(=O)c2cccc(C#N)c2)cc1OCC	10.2%	-12.8%	0.8%	-36.7%	-3.8%	-1.6%	-0.7%	-0.6%	-0.2%
CC(C)(C)c1cc(CCC(=O)NCc2ccccn2)cc(C(C)(C)C)c1O	11.0%	-6.6%	1.9%	16.2%	-28.4%	0.5%	-1.1%	-1.3%	0.0%
CN1CCN(C(=O)Cn2c(C(F)(F)F)nc3ccccc32)CC1	15.6%	16.7%	-2.4%	.	-37.8%	2.1%	.	.	-0.1%
CC1(C)CC(=O)C(C2C3=C(CC(C)(C)CC3=O)Oc3ccccc32)C(=O)C1 (centres undefined)	-0.8%	-1.2%	-10.1%	-7.2%	0.4%	-0.6%	0.7%	5.5%	-0.3%
CN(C(=O)c1cc2c(=O)n3ccccc3nc2s1)C1CCCCC1	4.1%	-9.4%	-3.9%	-21.9%	-87.9%	1.4%	-1.0%	2.0%	-0.1%
CCN(CC(=O)Nc1ccc(N2CCOCC2)cc1)C(=O)c1ccc(C(F)(F)F)cc1	-0.4%	-5.5%	5.4%	-22.9%[20 µM]	-14.9%	-0.4%	-0.4%	-1.3%	-0.1%
Cc1nc(Cl)c(S(N)(=O)=O)c(C)c1Cl	12.5%	-8.4%	.	-15.0%	-14.9%	0.3%	-0.4%	-3.9%	-0.6%
Nc1ccc(N2CCCCC2)c(S(=O)(=O)Nc2ccccc2Cl)c1	3.53µM*	3.3%	1.6%	25.2%	4.6%	6.0%	0.0%	0.9%	-0.3%
CCN(CC)c1ccc(/C=N/n2c(C)cc(C)cc2=O)cc1	16.6%	-5.6%	-2.7%	19.7%	-5.0%	-1.5%	0.2%	-7.3%	0.0%	NS5 inhibitors pilot replicate=-3.0
CC12CN3CC(C)(CN(C1)C3c1ccc(Br)cc1O)C2 (centres undefined)	0.1%	-19.7%	6.7%	7.1%	-16.9%	14.1%	0.1%	-0.1%	0.7%
O=C(COc1ccc(Cl)cc1)N(Cc1ccco1)C1CCS(=O)(=O)C1 (centres undefined)	3.5%	6.9%	2.3%	5.9%	-8.0%	-0.6%	-0.2%	-0.9%	-0.1%
SMILES	GPR55 antagonists	GPR35 arrestin U2OS	NS5 inhibitors	KOR beta-arrestin-1	NOD1 inhibition	HIV peptide binding	West Nile antiviral	KOR beta-arrestin-2	GPR55 activation	others
CC1(C)CC(=O)C(C=NCc2ccc3c(c2)OCO3)=C(O)C1	14.3%	15.0%	-2.5%	7.8%	-23.8%	-1.2%	0.0%	-4.8%	0.2%
Cc1ccc2c(CC(=O)OC(C)C(=O)Nc3ncc(Cl)cc3Cl)coc2c1 (centres undefined)	-4.5%	-2.3%	3.2%	20.5%	-16.7%	2.2%	-0.1%	0.5%	-0.1%
COc1ccccc1OCC(=O)Nc1ccc(S(=O)(=O)Nc2cc(C)on2)cc1	2.4%	-11.2%	8.3%	-16.7%	-22.1%	9.6%	-0.1%	-0.9%	0.1%
O=C(COCC(=O)N1CCOCC1)N1CCOCC1	-2.2%	-1.0%	-0.7%	-5.7%	15.6%	0.1%	0.2%	11.1%	0.5%
OC(COCC1COc2ccccc2O1)CN1CCc2ccccc2C1 (centres undefined)	-3.4%	-9.7%	-11.2%	-4.5%	-15.0%	0.1%	-0.6%	2.4%	-0.1%
C=C(C)C(=O)Oc1ccc(N2C(=O)[C@@H]3C4C=CC(C4)[C@@H]3C2=O)cc1	-2.3%	-7.1%	-1.6%	18.8%	-10.7%	-0.6%	-0.4%	-0.8%	0.2%
CC(c1ccco1)N(C(=O)c1cccc(Br)c1)c1ccccn1 (centres undefined)	-3.7%	3.4%	-4.2%	-6.1%	-6.8%	0.2%	-0.3%	-10.0%	0.1%
O=C(Cn1nc(-c2ccc(Cl)cc2)c2ccccc2c1=O)NCC1CCCO1 (centres undefined)	20.7%	0.4%	-3.7%	-2.3%	-10.7%	2.8%	-0.5%	0.3%	-0.2%
O=C(NCCN1CCCCC1)Nc1ccc(F)cc1	8.8%	0.9%	0.6%	-27.5%[20 µM]	13.8%	2.6%	-0.7%	-0.3%	-0.1%
CCc1ccc(CNC(=O)c2ccc3nc(C4CCCCC4)oc3c2)nc1	-5.0%	-6.9%	-3.4%	-27.9%	-27.8%	-1.3%	-1.2%	7.0%	-0.1%
O=C(Nc1cccc2c1C(=O)NC2=O)c1ccccc1[N+](=O)[O-]	-13.3%	8.7%	5.6%	36.0%	-10.5%	2.8%	0.1%	-0.2%	-0.1%
CCn1cc(C(=O)N2CC(C)CC(C)C2)c(=O)c2cc(S(=O)(=O)N3CCCC3)ccc21 (centres undefined)	-2.0%	-0.6%	-2.7%	-46.2%	-66.0%	-0.1%	-0.3%	6.1%	-0.1%
O=C(/C=C/c1ccc(F)cc1)NCCNC(=O)/C=C/c1ccc(F)cc1	9.3%	4.2%	.	-38.5%[20 µM]	-30.7%	0.9%	-0.3%	-3.7%	-0.1%
CCCCCC(=O)Nc1cccc(C2=NOC3(C2)C[C@H](C(N)=O)N(C(=O)CC)C3)c1 (some centres undefined)	10.7%	-1.4%	-0.8%	18.1%	-1.1%	-1.3%	-0.5%	-1.5%	-0.2%
CCOC(=O)c1c(NC(=S)N2CCOCC2)sc2c1CCN(C(=O)OCC)C2	13.3%	-1.1%	.	9.4%	14.4%	-1.3%	?	3.7%	22.5%
CC(Oc1ccc(Br)cc1Br)C(=O)Nc1cccnc1Cl (centres undefined)	1.5%	6.3%	-2.0%	12.1%	-9.6%	-0.2%	-0.7%	0.0%	-0.1%
COc1ccc(C(=O)NN2C(=O)C3CCC(C)(C2=O)C3(C)C)cc1 (centres undefined)	8.0%	-2.4%	-12.9%	-29.6%	3.1%	-1.5%	-0.5%	3.8%	0.5%
CCCCN1C(=O)N(c2ccc(Cl)cc2)C(C)(O)CC1(C)C (centres undefined)	8.7%	12.9%	1.4%	22.0%	-0.2%	-1.2%	-0.6%	0.2%	-0.1%
CCN1CCN(c2ccc(NC(=O)c3ccc(Cl)c(N4CCCC4=O)c3)cc2)CC1	0.8%	6.3%	-3.2%	4.0%	-10.5%	-2.1%	0.6%	-3.3%	-0.2%
Cc1ccc2nc(C)cc(Cl)c2c1	6.5%	-6.6%	2.7%	-14.4%	-55.3%	0.1%	-0.3%	-0.4%	0.6%
Cc1c(C(C)(C)C)s/c(=N/S(=O)(=O)c2ccccc2)n1C	6.8%	9.0%	-2.7%	1.7%	3.0%	1.4%	-0.8%	4.6%	0.3%
Cc1ccc(C)c(S(=O)(=O)NNC(=O)c2sc(NS(=O)(=O)c3ccccc3)nc2C)c1	2.5%	18.3%	-1.8%	2.0%	-2.7%	4.8%	0.6%	2.6%	-0.3%
Cc1cc(=O)oc(C)c1C(=O)NNC(=O)C1(C)CC1Br (centres undefined)	13.6%	-4.5%	-1.5%	15.3%	-8.9%	-1.1%	-0.1%	5.2%	0.6%
